# Screening results: PubChem, several laboratories
# CIT2 TOR yeast = modulators of TOR pathway CIT2-GFP in S. cerevisiae | S. cerevisiae CIT2-GFP strain, flow cytometry, 3 h; 100 means same as DMSO wells | GFP response vs DMSO, % at 10 µM | hit rate 0.065% among 320,000 | AID 2029;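 active = GFP response relative to DMSO above a set limit, near the screen mean plus 3 SD, cut at about 150% in these data; inconclusive = Fewer than 70 cells measured for a yeast strain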;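 also: ratio of well median GFP fluorescence to mean of DMSO wells on the plate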
# MCL1-BIM inh = inhibitors of human MCL1 binding to BIM-BH3 peptide; Q07820; GST-MCL1 / FITC-Bim-BH3 fluorescence polarization; inhibition, % at 10.9 µM; hit rate 0.68% among 320,000; AID 2057;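 active = inhibition above the mean inhibition of all tested compounds plus 3 SD, set per campaign, cut at about 40% in these data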;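 also: 0% = DMSO wells and 100% = unlabeled Bim-BH3 peptide control; higher means more loss of mP so more displacement of Bim peptide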
# Target sequence (Q07820 whole entry, looked up): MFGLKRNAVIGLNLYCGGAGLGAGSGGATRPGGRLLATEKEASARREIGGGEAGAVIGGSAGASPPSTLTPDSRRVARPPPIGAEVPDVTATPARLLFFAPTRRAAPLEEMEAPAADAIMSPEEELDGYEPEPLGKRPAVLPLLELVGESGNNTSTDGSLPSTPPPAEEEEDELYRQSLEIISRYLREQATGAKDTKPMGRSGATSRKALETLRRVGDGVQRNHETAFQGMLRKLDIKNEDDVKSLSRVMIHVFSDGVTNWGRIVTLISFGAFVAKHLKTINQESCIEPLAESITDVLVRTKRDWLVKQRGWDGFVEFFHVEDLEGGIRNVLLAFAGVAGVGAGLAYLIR
# VLA-4 inh = inhibition in a human VLA-4 binding assay | P13612 | VLA-4 expressing cells, ligand binding flow cytometry | inhibition, % (about 7 µM as worked out from the volumes in the protocol) | hit rate 0.2% among 330,000 | AID 2557; in the data active = inhibition above about 50%
# MEX-5 binding = C. elegans MEX-5 TCR-2 RNA binding activity | MEX-5/FITC-TCR2 RNA binding, fluorescence polarization; hits give low values | activity score (negative = inhibition of binding), % at 10 µM | hit rate 0.38% among 300,000;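 active = inhibition past about -25% in most replicates, and total fluorescence under double the plate's negative control median, limit read from the data; inconclusive = replicates evenly split on the limit, or fluorescence at least double controls; inactive = too little inhibition in most replicates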;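 also: 0% = DMSO and -100% = 5 µM competing unlabeled TCR2 RNA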
# GRK2 inh = human GRK2 inhibition via aptamer displacement; bead flow cytometry, FAM-aptamer displacement from GRK2; inhibition of aptamer binding, % at 10 µM; P25098; hit rate 0.59% among 330,000;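 active = inhibition of aptamer binding above 40%, roughly 3 SD of noise, on plates passing a quality check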;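 also: median bead fluorescence of bound FAM aptamer so fluorescent compounds give negative values; no value below 0 was filed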
# CR mimetic SO = lowers age-related superoxide in aged yeast cells; S. cerevisiae aged cells, superoxide DHE fluorescence; hits give low values; superoxide response (% of plate mean), % at 10 µM; hit rate 0.18% among 330,000;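 active = superoxide response under a set limit, about three screen SD below normal, cut at about 65% in these data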;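 also: yeast aged for seven days with compound at 30 °C before DHE staining; 100% = average MFI of all compound-treated wells on the plate with controls excluded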
# GLD-1 RNA inh = GLD-1-TGE RNA interaction inhibition (C. elegans); hit rate 0.44% among 320,000; inhibition, % at 5.96 µM; purified GLD-1 + fluorescein TGE RNA, fluorescence polarization;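 active = percent inhibition above a per-plate cutoff, the plate mean of test compounds plus 3 SD, cut at about 30% in these data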;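 also: 0% = DMSO wells with GLD-1 and probe and 100% = wells lacking GLD-1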
# Target sequence (Q17339 whole entry, looked up): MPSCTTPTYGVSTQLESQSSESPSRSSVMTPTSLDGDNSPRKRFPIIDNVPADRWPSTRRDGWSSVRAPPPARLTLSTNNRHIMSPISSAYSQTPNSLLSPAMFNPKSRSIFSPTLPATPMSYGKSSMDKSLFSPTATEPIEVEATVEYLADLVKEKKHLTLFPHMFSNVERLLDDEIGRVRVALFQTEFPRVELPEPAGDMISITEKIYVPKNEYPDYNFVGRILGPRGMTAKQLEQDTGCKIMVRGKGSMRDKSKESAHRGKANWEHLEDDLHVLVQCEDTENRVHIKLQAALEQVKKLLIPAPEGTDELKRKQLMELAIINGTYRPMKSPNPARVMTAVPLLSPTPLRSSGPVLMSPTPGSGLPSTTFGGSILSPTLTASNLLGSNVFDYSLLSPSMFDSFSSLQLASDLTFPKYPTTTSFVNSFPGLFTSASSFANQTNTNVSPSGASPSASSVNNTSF
# BCLXL inh = inhibitors of human Bcl-xL | Q07817 | GST-Bcl-xL / FITC-Bim BH3 peptide fluorescence polarization | inhibition, % at 10.9 µM | hit rate 0.7% among 320,000;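 active = inhibition above the mean of all tested compounds plus 3 SD, cutoff set per campaign, cut at about 30% in these data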;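 also: 0% = DMSO wells and 100% = unlabeled Bim-BH3 peptide competitor; inhibitors lower millipolarization by displacing the labeled peptide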
# Target sequence (Q07817 whole entry, looked up): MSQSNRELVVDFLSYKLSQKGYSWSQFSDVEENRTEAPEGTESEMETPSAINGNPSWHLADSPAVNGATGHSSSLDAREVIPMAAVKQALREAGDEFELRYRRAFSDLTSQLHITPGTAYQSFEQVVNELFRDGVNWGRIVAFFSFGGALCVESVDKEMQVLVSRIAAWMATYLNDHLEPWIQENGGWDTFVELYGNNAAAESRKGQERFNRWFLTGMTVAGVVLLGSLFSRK
# AGP1 TOR yeast = modulators of TOR pathway AGP1-GFP in S. cerevisiae | S. cerevisiae AGP1-GFP multiplex flow cytometry, 3 h; GFP as percent of DMSO wells | GFP response vs DMSO, % at 10 µM | hit rate 0.02% among 320,000 | AID 2066;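 active = GFP response relative to DMSO above a set limit, near screen average plus 3 SD, cut at about 150% in these data; inconclusive = fewer than 70 cells counted for the yeast strain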;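 also: median GFP channel fluorescence of the gated AGP1 strain per well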
# * marks the source's active call; other numbers are inactive results; u = inconclusive; x = no result given; [ ] = remark or other dose.
SMILES	CIT2 TOR yeast	MEX-5 binding	MCL1-BIM inh	VLA-4 inh	AGP1 TOR yeast	GLD-1 RNA inh	CR mimetic SO	BCLXL inh	GRK2 inh
CN1CCC(N(C)C(=S)NC(=O)C23CC4CC(CC(C4)C2)C3)CC1	104	-1.6	8	1	100	1	104	2	5
CC1(C)C2CCC13CS(=O)(=O)N[C@@H]3C2 (some centres undefined)	104	-0.3	8	-3	102	-8	103	9	3
COC(=O)c1coc(-c2ccc(OC)cc2)c1C(=O)OC	101	-0.2	4	1	98	6	89	4	3
CCOC(=O)C1Nc2c(cc(C(F)(F)F)cc2[N+](=O)[O-])C2c3ccccc3CC12 (centres undefined)	69	1.9	0	-8	75	7	107	4	0
Cc1ccc(Cc2nnc(SCC(=O)Nc3ccccc3Cl)[nH]c2=O)cc1	97	1.1	1	-1	90	4	123	1	1
CCOC(=O)c1cccc(NC(=O)c2ccc(F)cc2F)c1	92	-2.2	12	21	94	4	100	11	3
COc1cccc(NC(=O)CSc2nc3scc(C)c3c(=O)[nH]2)c1	104	-0.9	1	11	90	6	116	3	0
O=C(/C=C/c1ccc[nH]1)c1ccc(F)cc1	95	-1.5	1	2	93	-4	90	3	2
COc1ccc(NC(=S)NCCCN2CCCC2=O)c(OC)c1	90	0.0	4	-2	92	1	84	3	0
CCOC(=O)Cn1cc(/C=N/NC(=O)c2cc3ccccc3o2)c2ccccc21	x	-1.2	-3	-21	x	-2	105	1	0
CCCCNc1cnn(-c2ccccc2)c(=O)c1Cl	77	-0.4	-3	22	88	-3	87	1	5
O=C(Nc1ccc(S(=O)(=O)N2CCCCC2)cc1)c1cnccn1	96	0.8	-1	8	99	-13	107	1	0
CC(=O)Nc1cccc(/C(C)=N/NC(=O)c2ccc3c(c2)OCO3)c1	95	0.9	8	1	102	2	103	6	1
CN(C)c1ccc(/C=N/N=C2/SC(CC(=O)O)C(=O)N2c2ccc(O)cc2)cc1 (centres undefined)	98	0.2	-6	-2	103	10	92	-4	2
CCOc1nc(C)ccc1-c1noc(-c2cccnc2)n1	96	-0.5	-2	-3	92	1	87	2	0
Cc1cc(-c2nn(-c3ccccc3F)cc2CN2CCCC(CO)C2)c(C)s1 (centres undefined)	95	-4.0	2	6	102	1	96	4	0
O=C(CN1C(=O)CSC1=O)N1CCc2ccccc2C1	84	1.9	2	20	102	10	119	9	0
COc1ccc(NS(=O)(=O)c2cccc(C(=O)NCc3cccnc3)c2)cc1	93	4.0	5	8	103	1	92	1	0
CCCCOC(=O)c1ccc(NS(=O)(=O)c2cc(-c3nnnn3CC)ccc2OC)cc1	88	2.1	5	4	x	6	103	1	0
Cc1ccccc1/C=C/C12NC(=O)CN1c1ccccc1C2(C)C (centres undefined)	x	0.1	-7	7	x	-1	125	-3	1
COc1ccc([N+](=O)[O-])cc1NC(=O)C(C)c1ccccc1 (centres undefined)	89	-1.6	9	9	91	2	96	1	2
COc1cc2ncnc(NCCCN3CCOCC3)c2cc1OC	92	0.7	3	-1	101	-1	119	7	0
Cc1ccc(OCC(=O)N2CCCCCCC2)cc1	100	1.4	-1	18	91	0	95	3	0
Cn1c(C(=O)N2CCC(C(=O)NCc3ccccc3)CC2)cc2sccc21	100	2.9	3	8	103	-1	83	-1	4
CC1CCCN(C(=O)COC(=O)C2=COCCO2)C1 (centres undefined)	99	x	x	4	98	0	91	x	3

# Arranged by count of non-hydrogen atoms (smallest number first): nine of the compounds above.
SMILES	CIT2 TOR yeast	MEX-5 binding	MCL1-BIM inh	VLA-4 inh	AGP1 TOR yeast	GLD-1 RNA inh	CR mimetic SO	BCLXL inh	GRK2 inh
CC1(C)C2CCC13CS(=O)(=O)N[C@@H]3C2 (some centres undefined)	104	-0.3	8	-3	102	-8	103	9	3
CC1CCCN(C(=O)COC(=O)C2=COCCO2)C1 (centres undefined)	99	x	x	4	98	0	91	x	3
CCOc1nc(C)ccc1-c1noc(-c2cccnc2)n1	96	-0.5	-2	-3	92	1	87	2	0
CCOC(=O)c1cccc(NC(=O)c2ccc(F)cc2F)c1	92	-2.2	12	21	94	4	100	11	3
COc1cc2ncnc(NCCCN3CCOCC3)c2cc1OC	92	0.7	3	-1	101	-1	119	7	0
Cc1ccc(Cc2nnc(SCC(=O)Nc3ccccc3Cl)[nH]c2=O)cc1	97	1.1	1	-1	90	4	123	1	1
COc1ccc(NS(=O)(=O)c2cccc(C(=O)NCc3cccnc3)c2)cc1	93	4.0	5	8	103	1	92	1	0
CN(C)c1ccc(/C=N/N=C2/SC(CC(=O)O)C(=O)N2c2ccc(O)cc2)cc1 (centres undefined)	98	0.2	-6	-2	103	10	92	-4	2
CCCCOC(=O)c1ccc(NS(=O)(=O)c2cc(-c3nnnn3CC)ccc2OC)cc1	88	2.1	5	4	x	6	103	1	0

# Later entries.
SMILES	CIT2 TOR yeast	MEX-5 binding	MCL1-BIM inh	VLA-4 inh	AGP1 TOR yeast	GLD-1 RNA inh	CR mimetic SO	BCLXL inh	GRK2 inh
COc1cc(C(=O)N2CCN(C(=O)c3ccco3)CC2)cc(OC)c1OC	97	2.5	-3	-1	106	0	105	-2	0
Nc1ncnc(Nc2cc(C(F)(F)F)cc(C(F)(F)F)c2)n1	88	-0.3	5	10	95	1	109	4	3
CCCOC(=O)c1ccc(NC(=O)c2cc(OC)c(OC)c(OC)c2Br)cc1	103	-0.2	1	14	100	11	91	4	2
COc1ccc(NC(=O)CN2C(=O)c3cccc4cccc2c34)c(OC)c1	113	-0.1	6	4	114	3	97	9	1
COc1ccc(C(=O)Nc2ccc3ncccc3c2)cc1	105	2.4	5	4	98	0	100	0	1
O=c1cc(CO)occ1OCc1c(F)cccc1Cl	106	0.1	3	-340	103	6	93	1	2
CC(=O)NC(Cc1ccccc1)C(=O)N1CCN(C(=O)c2cccs2)CC1 (centres undefined)	101	-3.4	13	1	97	-1	96	3	1
CC1=C/C(=N\S(=O)(=O)c2ccccc2)C(C(C)C)=CC1=O	93	0.4	-1	7	98	-6	75	2	1
CCOc1ccc2[nH]c(=O)c(CN(CC3COCCO3)C(=O)C3CC3)cc2c1 (centres undefined)	96	0.0	0	8	x	4	103	7	7
Cc1cccc(C)c1NC(=O)c1ccc(N2CCCC2=O)cc1	94	x	-7	9	106	5	103	1	2
CCn1ncc([N+](=O)[O-])c1C(=O)Nc1nc2cccc(C)c2s1	83	-1.4	-1	2	87	-2	120	1	0
O=C(Nc1ccc2nc(-c3ccc4nc[nH]c4c3)[nH]c2c1)c1cccs1	97	1.0	9	1	102	4	100	8	1
O=C(NCc1nc2ccccc2[nH]1)c1cccc(S(=O)(=O)N2CCCC2)c1	113	1.7	3	20	109	6	98	4	0
Cn1c(=O)c(Oc2cc(Cl)cc(Cl)c2)nc2ccccc21	102	2.0	0	7	105	3	81	4	0
Cc1ccc(C)c(NS(=O)(=O)c2ccc(-c3cnc(C4CC4)o3)cc2)c1	105	0.8	5	20	104	7	103	7	3
CCC1(CC)Cc2ccccc2C(Nc2c(C)n(C)n(-c3ccccc3)c2=O)=N1	110	1.1	1	8	103	3	101	2	1
CSC(=S)N/N=C(\C)c1ccccc1	100	-0.1	14	33	95	-1	104	13	0
CC(CCc1ccccc1)NC(=O)CCC1CCCC1 (centres undefined)	96	1.4	2	-1	105	10	111	6	2
c1ccc(CCN2CN(CCCN3CCOCC3)c3nc4ccccc4n3C2)cc1	95	0.1	0	0	105	5	90	1	0
CCn1c2ccccc2c2cc(/C(C)=N/O)ccc21	86	-0.4	-3	8	87	2	101	2	1
O=C(Nc1nc2ccccc2c(=O)s1)c1ccc(F)cc1Cl	103	-1.5	-8	-2	91	-4	104	-5	0
CCOc1cccc(N2C(=O)CC(N3CCN(c4ccc(S(=O)(=O)CC)cc4)CC3)C2=O)c1 (centres undefined)	86	-2.4	-5	-5	94	-6	113	3	0
CC(C)(C)c1ccc(O)c(/C=N\O)c1	u	1.3	6	1	25[may fluoresce violet]	-1	90	1	1
CCc1nc2ccc(C(=O)N(C)CC(=O)Nc3ccccc3C(F)(F)F)cc2nc1CC	113	x	x	-5	106	-7	97	x	0
C[C@H](CO)N1C[C@H](C)[C@@H](CN(C)C(=O)Nc2ccc(C(F)(F)F)cc2)Oc2c(NC(=O)Nc3ccccc3)cccc2C1=O	94	x	x	15	95	1	117	x	1

# Rewritten with two lines to a compound: 2 of the compounds above
# Values in the order: CIT2 TOR yeast | MEX-5 binding | MCL1-BIM inh | VLA-4 inh | AGP1 TOR yeast | GLD-1 RNA inh | CR mimetic SO | BCLXL inh | GRK2 inh
> Cc1ccc(OCC(=O)N2CCCCCCC2)cc1
    100 | 1.4 | -1 | 18 | 91 | 0 | 95 | 3 | 0
> Cn1c(C(=O)N2CCC(C(=O)NCc3ccccc3)CC2)cc2sccc21
    100 | 2.9 | 3 | 8 | 103 | -1 | 83 | -1 | 4

# Further entries follow:
SMILES	CIT2 TOR yeast	MEX-5 binding	MCL1-BIM inh	VLA-4 inh	AGP1 TOR yeast	GLD-1 RNA inh	CR mimetic SO	BCLXL inh	GRK2 inh
Cn1ccnc1SCC(=O)c1ccc2ccccc2c1	u	-2.6	-16	-9	25[may fluoresce violet]	-8	90	-18	5
COc1ccccc1CNC(=O)COC(=O)CNS(=O)(=O)c1ccc(C)cc1	103	-0.1	2	6	103	-3	103	6	0
COc1ccc(C(c2nnnn2Cc2ccccc2)N2CCN(c3nc4ccccc4s3)CC2)cc1 (centres undefined)	92	x	3	13	99	-6	98	1	2
CC1=C(C(=O)OCCOc2ccccc2)C(c2ccsc2)NC(=O)N1C (centres undefined)	89	1.4	5	-4	96	4	91	5	0
Cc1ccc(SCC(=O)OCC(=O)N(CC(C)C)C2CCS(=O)(=O)C2)cc1C (centres undefined)	100	-0.8	-14	0	104	5	150	-5	3
OC(COCc1ccc2c(c1)OCO2)CN1CCN(Cc2ccccc2)CC1 (centres undefined)	102	0.2	1	-2	107	3	100	4	0
CN1CCN(Cc2nnc(-c3ccccc3)o2)CC1	120	1.8	-4	-2	98	3	101	-2	0
CC(=O)C1(C)N(O)C(C)(C)C(c2cccs2)=[N+]1[O-] (centres undefined)	105	-1.2	0	-8	100	0	102	7	0
Cc1ncc([N+](=O)[O-])n1CC(=O)Nc1ccc2c(c1)OCO2	96	-0.2	-5	14	94	-5	92	-3	0
Cc1ccc(NS(=O)(=O)c2cc(C(=O)N3CCc4ccccc4C3)ccc2Cl)cc1	109	-0.3	8	-16	104	4	99	6	1
CC(=O)OC(COc1ccccc1)Cn1cnc2ccccc21 (centres undefined)	98	1.8	8	0	103	0	104	10	0
Fc1ccc(OCCCCN2CCOCC2)cc1	113	2.0	4	10	105	7	101	7	1
CCOc1cc(C(c2c(C)[nH][nH]c2=O)c2c(C)[nH][nH]c2=O)ccc1OS(=O)(=O)c1ccc(C)cc1	88	0.7	10	29	90	8	90	4	0
COc1ccc(/C=N/NC(=O)CCN2CCN(c3ccccc3)CC2)c(OC)c1OC	95	3.0	-1	11	98	-4	62*	-1	0
COc1ccc2c(c1)/C(=N/OC(=O)c1cccs1)CCC2	111	-0.2	-8	13	92	1	113	-1	1
